Screening results as filed in PubChem.
UHRF1 MBD2 ctr: UHRF1 methylated DNA binding inhibitors, primary screen, counter-screen for MBD2 inhibitor project, biochemical, TR-FRET, human UHRF1, single concentration; actives 0.75% (n = 370,000); E3 ubiquitin-protein ligase UHRF1 (Homo sapiens), Q96T88; inhibition, % at 4.4 µM; UHRF1 binding to methylated oligo; in the data active = inhibition above about 21%;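 note: UHRF1 SRA domain binding a hemimethylated CpG hairpin DNA probe; 0% = median of test compound wells and 100% = reference inhibitor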
Target sequence (Q96T88 whole entry, looked up, the tested form may be a part): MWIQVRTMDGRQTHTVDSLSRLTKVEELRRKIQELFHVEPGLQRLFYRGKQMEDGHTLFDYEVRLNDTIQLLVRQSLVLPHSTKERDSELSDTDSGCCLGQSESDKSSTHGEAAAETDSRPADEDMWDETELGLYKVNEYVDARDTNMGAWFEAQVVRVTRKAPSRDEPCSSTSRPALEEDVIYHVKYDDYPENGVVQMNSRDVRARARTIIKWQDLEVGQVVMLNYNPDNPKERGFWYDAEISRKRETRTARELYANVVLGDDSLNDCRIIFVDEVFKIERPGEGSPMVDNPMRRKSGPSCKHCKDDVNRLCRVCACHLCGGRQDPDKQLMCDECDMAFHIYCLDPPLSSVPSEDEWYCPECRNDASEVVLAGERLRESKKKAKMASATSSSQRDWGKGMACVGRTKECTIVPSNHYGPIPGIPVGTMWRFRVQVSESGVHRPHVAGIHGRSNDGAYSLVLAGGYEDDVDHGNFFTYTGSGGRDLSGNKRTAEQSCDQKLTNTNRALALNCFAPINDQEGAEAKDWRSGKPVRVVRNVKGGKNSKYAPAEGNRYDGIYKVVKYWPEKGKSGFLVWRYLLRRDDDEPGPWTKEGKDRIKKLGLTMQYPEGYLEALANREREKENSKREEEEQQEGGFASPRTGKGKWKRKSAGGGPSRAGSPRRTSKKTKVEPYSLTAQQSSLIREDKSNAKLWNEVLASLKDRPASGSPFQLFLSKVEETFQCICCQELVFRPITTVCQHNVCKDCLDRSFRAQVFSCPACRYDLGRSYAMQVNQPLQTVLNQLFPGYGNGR
PRMT1 inh: PRMT1 methyltransferase inhibitors, primary screen, biochemical, fluorescence polarization; AID 652257, 2013; actives 1.3% (n = 370,000); recombinant PRMT1, activity-based probe fluorescence polarization; inhibition, % at 2.79 µM; Protein arginine N-methyltransferase 1 (Homo sapiens), Q99873;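 active = inhibition above about 21% made by adding two undisclosed values, limit read from the data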
TDP2 inh: human TDP2 enzyme inhibitors, primary screen, biochemical, epi absorbance, recombinant enzyme; Tyrosyl-DNA phosphodiesterase 2 (Homo sapiens), O95551; T5PNP hydrolysis, p-nitrophenol absorbance 415 nm; inhibition, % at 12.8 µM; actives 0.34% (n = 370,000); AID 720702, 2013;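 active = inhibition above the mean of all tested compounds plus 3 SD, set per campaign, cut at about 25% in these data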;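 note: 0% = DMSO with enzyme and 100% = buffer with substrate but no TDP2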
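System: recombinant human TDP2 / Amount: 120 nM TDP2 per well / Also added: 5 mM T5PNP chromogenic substrate / Doses: 12.8 µM single point, 1% DMSO / Incubation: 2 h at 37 °C / Detection: p-Nitrophenol epi absorbance / Evaluation: % inhibition relative to enzyme-containing and enzyme-free wells / Repeats: singlicate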
LEDGF integ inh: blockers of LEDGF/p75-dependent integrase strand transfer – biochemical, TR-FRET, high throughput, primary screen; AID 743269, 2014; TR-FRET IN-LEDGF/p75 DNA integration, Eu/Cy5; actives 0.64% (n = 370,000); inhibition, % at 3.7 µM;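 active = inhibition above the screen-wide mean plus 3 SD, cut at about 13% in these data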;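 note: signal is the Cy5 over europium emission ratio at 671 and 618 nm; 0% = plate median of compound wells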
proKLK7 act: proKLK7 zymogen activators, primary screen, biochemical, fluorescence intensity; purified proKLK7, EDANS-DABCYL substrate fluorescence; 100% is mature enzyme control, 0% vehicle; activation, % at 7 µM; actives 0.9% (n = 370,000); AID 652039, 2013;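 active = activation above the mean of all tested compounds plus 3 SD, computed per campaign excluding outliers beyond control limits, cut at about 13% in these data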
Target sequence (P49862 whole entry, looked up): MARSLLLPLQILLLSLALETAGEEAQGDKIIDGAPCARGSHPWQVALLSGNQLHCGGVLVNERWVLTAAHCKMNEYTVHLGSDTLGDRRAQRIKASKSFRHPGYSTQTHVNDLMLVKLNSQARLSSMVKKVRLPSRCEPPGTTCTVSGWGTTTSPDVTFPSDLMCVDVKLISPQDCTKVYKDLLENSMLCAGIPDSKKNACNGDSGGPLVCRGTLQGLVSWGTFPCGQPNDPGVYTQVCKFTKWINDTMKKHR
SIAE inh: human SIAE inhibitors, primary screen, biochemical, fluorescence polarization, FP-Rh probe, 1536-well HTS. Sialate O-acetylesterase (Homo sapiens), Q9HAT2. SIAE FP-Rh probe binding. inhibition, % at 9.66 µM. actives 0.69% (n = 370,000). AID 1053197, 2014;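 active = inhibition above a cutoff: mean of compounds within the control limits plus 3 SD of those, cut at about 17% in these data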;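 note: 0% = plate median of compound wells and 100% = probe without SIAE protein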
TCR-CD3 inh: inhibitors of human TCR-CD3 interaction, primary screen, biochemical, fluorescence, TAMRA-labeled TCR probe | T-cell receptor (TCR) | actives 0.37% (n = 360,000) | inhibition, % at 9.4 µM; in the data active = inhibition above about 19%;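 note: recombinant mutant TCR 2C K166C tagged with TAMRA read by polarization; 0% = receptor in buffer alone and 100% = receptor with positive control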
Tn6 DDE FP: inhibitors of Tn6 peptide binding to fibrin DD(E), primary screen, biochemical, fluorescence polarization, human fibrin, Tn6 probe | Fibrin DD(E) TRITC-Tn6 fluorescence polarization displacement | inhibition, % at 8.3 µM | actives 0.21% (n = 370,000);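 active = inhibition above a per-campaign cutoff: mean of compounds within control limits plus 3 SD, cut at about 15% in these data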;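 note: 0% = median of all compound wells on the plate and 100% = blocking peptide control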
MBD2 inh: inhibitors of MBD2 binding to methylated DNA, primary screen, biochemical, TR-FRET, DNA-binding domain, human. Methyl-CpG-binding domain protein 2 (Homo sapiens), Q9UBB5. MBD2 binding to methylated oligonucleotide. inhibition, % at 4.4 µM. actives 0.31% (n = 370,000); in the data active = inhibition above about 13%
Tn7 DDE FP: inhibitors of Tn7 peptide binding to fibrin DD(E), primary screen, biochemical, fluorescence polarization, human fibrin, Tn7 probe; AID 720508, 2013; inhibition, % at 8.3 µM; Fibrinogen beta chain (Homo sapiens), P02675; FP displacement of FITC-Tn7 peptide from fibrin DD(E); 0% = median of compound wells per plate; actives 0.13% (n = 370,000);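 active = inhibition above the mean of compounds falling within the control limits plus 3 SD of them, cut at about 14% in these data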;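 note: 0% = plate median of compound wells and 100% = 10 µM Aha-Tn7 peptide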
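Assay system: Fibrin-DD(E) protein isolated from polymerized human fibrin clots; read-out basis: percent inhibition; medium: Tris/NaCl/CaCl2 buffer, pH 7.8; signal: FP measurement; incubation: 10 min plus 3 h, room temperature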
Active calls of the source: *.

SMILES	UHRF1 MBD2 ctr	PRMT1 inh	TDP2 inh	LEDGF integ inh	proKLK7 act	SIAE inh	TCR-CD3 inh	Tn6 DDE FP	MBD2 inh	Tn7 DDE FP
Cc1cccn2c(=O)c3c(nc12)N1CCCCCC1C1(C3)C(=O)N(C)C(=O)N(C)C1=O (centres undefined)	-2	-3	15	0	-0.4	10	3	10	-2	4
CC12Nc3ccccc3C(=O)N1Cc1cnnn1-c1ccccc12 (centres undefined)	-2	-1	2	2	12	3	4	1	0	-6
CN1CC(C#N)C2(O)c3ccccc3CCC2C1 (centres undefined)	4	-4	-5	2	0.1	-1	-1	-2	0	-3
CN1C(=O)NC(=O)/C(=C\C=C\c2ccccc2[N+](=O)[O-])C1=O	-3	4	5	4	0.5	10	6	1	-5	-3
CCc1ccc(CN2CCN(Cc3ccc(SC)cc3)CC2)cc1	1	4	2	-2	0.2	-1	-3	-4	3	8
Cc1ccc(/C=C2/C(=O)NC(=O)N(CC3CCCO3)C2=O)s1 (centres undefined)	-1	8	5	0	-0.5	0	-7	-4	1	-4
Cc1ccnc(-n2c(C)cc(/C=C3\C(=O)NC(=S)N(C)C3=O)c2C)c1	2	19	6	2	0.7	1	-3	2	-8	7
COc1ccc(C(=O)C2CCCN(CCc3ccccc3)C2)cc1OC (centres undefined)	0	-3	-5	2	0.9	4	-8	9	-3	-9
CCC1C(C#N)=C(N)Oc2c1c(=O)oc1ccccc21 (centres undefined)	1	2	11	-4	0.0	-3	-1	-5	0	0
COC(=O)[C@@H]1C[C@H]1[C@@H](NP(=O)(c1ccccc1)c1ccccc1)c1ccccc1	6	4	-5	-1	-1.0	-4	-3	3	7	0
COC(=O)C1=C(c2cc3ccccc3s2)C[C@@H]2CC[C@H]1N2C(=O)NCc1ccco1	-1	3	7	2	0.0	3	8	6	-3	-2
COc1cc2nc(CN3CC=C(c4ccccc4)CC3)[nH]c(=O)c2cc1OC	0	2	-5	-7	-1.1	1	-5	5	-1	-2
Cc1ccc2c(c1)CCCN2N=O	-2	-2	7	-1	-0.9	4	-5	0	2	3
COC(=O)C1=C(c2ccc(-c3ccccc3)c(F)c2)C[C@@H]2CC[C@H]1N2C(=O)NCCNC(C)=O	-2	1	-5	0	0.5	2	5	0	2	-5
Cc1ccc(-n2c(O)c(/C=N/c3ncc(Br)cc3Br)c(=O)[nH]c2=O)cc1	-2	1	-7	-4	-0.5	-7	6	13	-8	7
O=C1N[C@H](Cc2ccccc2)C(=O)N2[C@@H]3[C@H](C[C@@H]12)c1ccccc1N3OOSc1ccccc1	-3	-1	-1	-1	-0.1	-5	6	8	-2	6
CNC(=O)OCc1n(C)cc[n+]1C	4	3	0	-2	-0.3	7	-4	5	4	1
OC1/C(=C/c2ccccc2C(F)(F)F)N2CCC1CC2 (centres undefined)	0	-2	16	1	0.9	2	2	6	-3	-2
O=c1c2ccccc2nc(-c2ccc(Cl)cc2Cl)n1-c1ccncc1	-1	-3	2	3	0.1	8	-9	-6	-6	3
CN1C2(C)c3ccccc3C1(c1ccccc1)c1ccccc12	-1	-2	0	4	0.6	-5	6	0	1	-4
COC(=O)C1=C(c2ccccc2OCc2ccccc2)C[C@@H]2CC[C@H]1N2C(=O)NCc1ccc([N+](=O)[O-])cc1	1	-1	1	0	0.1	-6	1	2	2	-8
CN1CCCN(C(=O)COc2ccc(F)cc2F)CC1	-2	0	18	-2	-0.3	-1	5	1	-1	3
COC(=O)C(O)(c1c(C)[nH]n(-c2ccccc2)c1=O)C(F)(F)F (centres undefined)	-1	5	27*	26*	1.2	1	-8	-2	-8	0
Cc1cnc(-n2c(=S)[nH]c3ccccc3c2=O)s1	-1	-3	-1	5	-0.3	4	3	-3	-6	-2
O=C(c1ccccc1[N+](=O)[O-])N1CCC2(CC1)OCCO2	0	-2	1	1	0.4	2	8	0	1	5

Carrying on:
SMILES	UHRF1 MBD2 ctr	PRMT1 inh	TDP2 inh	LEDGF integ inh	proKLK7 act	SIAE inh	TCR-CD3 inh	Tn6 DDE FP	MBD2 inh	Tn7 DDE FP
O=[N+]([O-])c1cc([As](=O)(O)c2ccc(O)c([N+](=O)[O-])c2)ccc1O	3	-2	-5	7	0.5	0	5	12	0	-9
C=CCn1c(O)c(C(C)=NCCC2=CCCCC2)c(=O)[nH]c1=O	0	2	-3	-3	-0.2	-8	4	6	3	2
CCC(=NCCCO)c1c(O)n(-c2ccc(OC)cc2)c(=O)[nH]c1=O	-2	0	6	-3	-0.3	-1	5	-3	0	7
CN1CCN(c2ccc([N+](=O)[O-])c(SCCO)c2)CC1	-8	-3	-8	-8	0.0	10	0	-5	-6	0
CN1CCN(Cc2cc(=O)n3ccsc3n2)CC1	1	-3	-1	-2	0.5	6	5	0	6	3
C[C@]12CCC3C(C1CCC2=O)[C@H](O)C[C@H]1C[C@@H](O)CC[C@]31C (some centres undefined)	0	-7	-19	1	-0.7	3	7	-5	-2	0
O=c1[nH]c(=O)n(CCC2=CCCCC2)c(O)c1C=NCc1cccnc1	1	4	-1	0	-0.2	0	-12	6	-5	-1
O=C(N/N=C1/CN2CCC1CC2)c1cc2ccccc2cc1O	2	2	-1	2	-1.3	17*	9	-9	-1	-3
N[C@@H](Cc1c[nH]c2ccccc12)c1nnc(SCc2ccc(F)cc2)o1	-3	0	0	0	1.6	-2	6	5	4	0
O=C1CN=C(c2ccc(Br)cc2)c2c(sc3c2CCCC3)N1CCN1CCCCC1	-1	8	-7	2	-0.6	-6	-9	-1	7	1
COC(=O)C1=C(c2ccc(C(C)=O)cc2)C[C@@H]2CC[C@H]1N2C(=O)NCCNC(C)=O	1	-2	-2	3	-0.2	-4	6	-2	-1	0
CC(C)(C)C(=O)c1cn(CC(=O)NCc2ccco2)c2ccccc12	0	-2	-4	-3	-0.2	1	2	3	-1	-1
C=CCn1c(O)c(C=Nc2ccc(N(CC)CC)cc2)c(=O)[nH]c1=O	1	22*	15	30*	0.1	14	16	0	-2	-6
COc1cc(CN=C(C)c2c(O)n(C3CCCCC3)c(=O)[nH]c2=O)cc(OC)c1	-3	-1	-10	0	0.9	2	6	5	-7	5
COc1cc(-c2ccc(N)c(OC)c2)ccc1N	2	3	3	-10	-1.5	6	-4	2	1	4
CCCC[N+]1(C)C2CC(OC(=O)C(CO)c3ccccc3)CC1C1OC12 (centres undefined)	0	-9	-12	3	0.2	-7	4	-2	-3	-11
O=C(c1cc(S(=O)(=O)N2CCC3(CC2)OCCO3)ccc1F)N1CCC2(CC1)OCCO2	-1	-6	2	4	0.8	11	-3	0	-1	1
Cc1ccc(N=C(/N=C(\N)N[N+](=O)[O-])Nc2ccc(C)cc2)cc1	-3	-2	-8	2	-0.1	-7	-2	-2	2	-4
N/C(=N\N=C\c1ccc(O)cc1O)N[N+](=O)[O-]	-3	2	3	-6	-0.2	3	0	-4	-1	1
Cn1c(O)c(/C=C2\C=Nc3ccccc32)c(=O)n(C)c1=O	0	21	11	-1	0.1	-5	3	3	0	5
COc1ccc(Cn2c(O)c(C=NCCN3CCOCC3)c(=O)[nH]c2=O)cc1	-1	1	1	-1	0.9	0	0	0	0	0
CCN(CC)C(=O)c1ccc(NC(=O)c2cccc(S(=O)(=O)N3CCN(C)CC3)c2)cc1	-1	-1	-1	-6	0.6	6	9	7	-5	-1
COc1ccc(NP2(=O)NCCCN2)cc1	-1	4	6	-3	0.6	5	-3	1	5	-1
O=C(CN1CC=C(c2ccccc2)CC1)NC(=O)NCc1ccccc1	1	-2	-6	0	0.2	-5	7	4	-2	1
CN1C(=O)C(=Cc2c(OCc3cnc(Cl)s3)ccc3ccccc23)C(=O)N(C)C1=O	1	44*	-4	2	0.4	-14	-11	-3	4	4

(cont.)
SMILES	UHRF1 MBD2 ctr	PRMT1 inh	TDP2 inh	LEDGF integ inh	proKLK7 act	SIAE inh	TCR-CD3 inh	Tn6 DDE FP	MBD2 inh	Tn7 DDE FP
Cc1cc(C)cc(-n2c(O)c(C=Nc3ccc(N4CCOCC4)cc3)c(=O)[nH]c2=S)c1	-7	-1	3	-1	0.2	8	-1	-1	-7	5
CCC1(CC)C(=O)NC(=Nc2cccc(C(F)(F)F)c2)NC1=O	-4	-3	5	-2	0.2	-2	1	3	2	7
CS(=O)(=O)c1ccc(C2=C(CNC(=O)c3ccncc3)[C@H]3CC[C@@H](C2)N3Cc2ccccc2)cc1	0	-1	2	-5	-0.1	1	3	-2	0	6
COc1ccc(-c2ccc3c(c2)CN(CC(C)C)Cc2cnnn2-3)cc1	1	5	5	3	-0.5	-1	-1	-6	-6	7
CCCC(C)C1(CC)C(=O)NC(=Nc2ccc(OC)cc2)NC1=O (centres undefined)	0	-1	10	-1	0.2	3	6	0	1	6
COc1ccccc1N1CCN(Cc2ccccc2F)CC1	-2	-3	15	3	-0.6	-1	-5	9	-3	2
CCC/C=N/O	1	-1	7	-3	0.6	1	1	-3	-1	1
C[N+]12CN3CN(CN(C3)C1)C2	-3	-2	12	0	0.4	9	-6	-6	1	-6
CCOC(C[n+]1c(-c2ccccc2)cc(C)cc1-c1ccccc1)OCC	-3	1	0	-2	-0.5	-4	7	-5	-5	9
COC(=O)C1=C(c2ccccc2OCc2ccccc2)C[C@@H]2CC[C@H]1N2C(=O)NCCOc1ccc(OC)cc1	2	-1	-11	0	1.2	-2	-4	-6	1	-3
CC(=O)OC1=CC[C@H]2[C@@H]3CC[C@H]4C[C@H](OC(C)=O)[C@@H](OC(C)=O)C[C@]4(C)[C@H]3CC[C@]12C	-1	-1	-2	0	0.1	-2	5	8	1	-7
N/C(=N/[N+](=O)[O-])N1CCN(C(=O)Oc2ccc([N+](=O)[O-])cc2)CC1	-2	0	4	0	0.5	7	-8	1	-3	2
COC(=O)C1=C(c2cc3ccccc3s2)C[C@@H]2CC[C@H]1N2C(=O)NC(C)C	-3	-2	7	-1	-0.1	4	4	-6	4	5

Record cards, as listed above. Values in the order: UHRF1 MBD2 ctr, PRMT1 inh, TDP2 inh, LEDGF integ inh, proKLK7 act, SIAE inh, TCR-CD3 inh, Tn6 DDE FP, MBD2 inh, Tn7 DDE FP
Shown for CS(=O)(=O)c1ccc(C2=C(CNC(=O)c3ccncc3)[C@H]3CC[C@@H](C2)N3Cc2ccccc2)cc1 → 0, -1, 2, -5, -0.1, 1, 3, -2, 0, 6
Shown for CN1C(=O)C(=Cc2c(OCc3cnc(Cl)s3)ccc3ccccc23)C(=O)N(C)C1=O → 1, 44*, -4, 2, 0.4, -14, -11, -3, 4, 4

These rows are one share of the data (hit frequency here may not be typical).
